# IP6K1 inh – inhibitors of human IP6K1. Q92551. IP6K1 kinase, ADP-Glo luminescence, 2 h; hits give low values. activity change, % (series mostly up to about 58 µM). 140,000 compounds, 0.81% hits. AID 1645851; in the data active = activity change below about -25%
#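 ADP-Glo luminescence measures ADP made by human IP6K1 during a 2 h RT reaction with ATP/IP6 (mix at 1.3 mM/130 uM); top library doses 57.5 and 19.1 uM final.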
# SNCA viab count – cell viability loss counter-screen. 150,000 compounds, 0.12% hits. Potency, µM (doses to about 57.1 µM), for inactives: at the top dose activity change, negative = cytotoxicity, hits mostly cytotoxic. HEK-293-SNCA-luc viability, GF-AFC fluorescence, 24 h;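 note: potency is the fitted concentration of half-maximal effect; 0% = DMSO-treated cells and -100% = medium-only wells without cells; nearly all actives have a fitted effect of over 30% in size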
#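 Cytotoxicity counterscreen: after 24 h compound treatment of genome-edited SNCA-luciferase HEK-293 cells, live-cell protease substrate GF-AFC read by fluorescence after 30 min; activity scaled between DMSO (0%) and medium-only (-100%), curves Hill-fitted.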
# GPT2 inh – GPT2 alanine aminotransferase inhibition; Recombinant GPT2, coupled pyruvate oxidase/HRP Amplex Red fluorescence; Q8TD30; Potency, µM (top dose mostly 57.7 µM), inactives show at the top dose activity change, negative = inhibition, actives largely listed as inhibitors; 100,000 compounds, 0.25% hits; AID 1671188; note: potency is the fitted concentration of half-maximal effect; nearly all actives have a fitted effect of over 60% in size; many of its hits are not listed in these tables
# Target sequence (Q8TD30 whole entry, looked up): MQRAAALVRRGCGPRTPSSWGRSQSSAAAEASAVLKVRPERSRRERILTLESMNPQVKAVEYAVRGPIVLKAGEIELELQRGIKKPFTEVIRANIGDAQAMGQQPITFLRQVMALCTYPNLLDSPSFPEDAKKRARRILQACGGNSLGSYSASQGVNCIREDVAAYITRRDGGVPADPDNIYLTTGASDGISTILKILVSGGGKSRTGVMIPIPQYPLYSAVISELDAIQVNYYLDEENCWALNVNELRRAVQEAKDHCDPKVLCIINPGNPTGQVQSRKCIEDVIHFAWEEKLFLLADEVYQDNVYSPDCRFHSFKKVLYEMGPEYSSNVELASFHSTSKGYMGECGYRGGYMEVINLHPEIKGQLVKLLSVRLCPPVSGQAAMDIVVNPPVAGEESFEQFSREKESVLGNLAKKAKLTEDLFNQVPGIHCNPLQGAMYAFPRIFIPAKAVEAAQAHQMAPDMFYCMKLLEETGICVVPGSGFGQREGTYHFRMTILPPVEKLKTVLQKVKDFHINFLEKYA
#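 GPT2 10ng/uL, a-KG 250uM, L-Ala 2mM, HEPES pH7.5 + 0.0001% Tween; 30 min RT. Then Amplex mix (PO/HRP/ThPP), 30 min RT dark, fluorescence. AOA 50uM used as positive control.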
# SNCA expr inh – SNCA gene expression inhibition. HEK-293 SNCA-luciferase knock-in, luminescence, 24 h. Potency, µM (top dose mostly 57.2 µM), for inactives: at the top dose activity change, negative = inhibition, actives largely listed as inhibitors. 140,000 compounds, 0.17% hits. AID 1671194;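 note: potency is the fitted concentration of half-maximal effect; plate controls were DMSO cells for no effect and cell-free wells for full effect; nearly all actives have a fitted effect of over 45% in size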
# 3T3 cytotox – cytotoxic compounds in NIH 3T3 cells; NIH 3T3 viability, CellTiter-Glo ATP luminescence, 48-72 h; Potency, µM (highest dose often 96.7 µM), without a hit: at the highest dose activity change, negative = cytotoxicity, usual class: inhibitors; 94,000 compounds, 4.3% hits; note: potency is the fitted concentration of half-maximal effect; nearly all actives have a fitted effect of over 55% in size
#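 Viability of NIH 3T3 cells after 48 or 72 hr compound treatment at 37 °C was assessed by CellTiter-Glo, with luminescence imaged following a 10 min room-temperature step.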
# HEK cytotox – cytotoxic compounds in HEK 293 cells | HEK 293 viability, ATP luminescence (CellTiter-Glo), 48-72 h | Potency, µM (titrated, usually from 115 µM), without a hit: at the highest dose activity change, negative = cytotoxicity, actives largely listed as inhibitors | 94,000 compounds, 6.6% hits | AID 1345083; note: potency is the fitted concentration of half-maximal effect; nearly all actives have a fitted effect of over 60% in size
#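 Pintool-delivered compounds were incubated with HEK 293 cells (250 cells/well) at 37 degree Celsius for 48 or 72 hr. ATP-dependent luminescence (CellTiter-Glo) then reported remaining viable cells.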
# FLuc inh – Photinus pyralis luciferase inhibition. purified P. pyralis luciferase, luminescence, biochemical. Potency, µM (titrated, usually from 115 µM), for inactives: top-dose activity change, negative = inhibition, most hits filed as inhibitors. 76,000 compounds, 2.5% hits. AID 1347043; note: potency is the fitted concentration of half-maximal effect; nearly all actives have a fitted effect of over 65% in size
# Target sequence (P08659 whole entry, looked up): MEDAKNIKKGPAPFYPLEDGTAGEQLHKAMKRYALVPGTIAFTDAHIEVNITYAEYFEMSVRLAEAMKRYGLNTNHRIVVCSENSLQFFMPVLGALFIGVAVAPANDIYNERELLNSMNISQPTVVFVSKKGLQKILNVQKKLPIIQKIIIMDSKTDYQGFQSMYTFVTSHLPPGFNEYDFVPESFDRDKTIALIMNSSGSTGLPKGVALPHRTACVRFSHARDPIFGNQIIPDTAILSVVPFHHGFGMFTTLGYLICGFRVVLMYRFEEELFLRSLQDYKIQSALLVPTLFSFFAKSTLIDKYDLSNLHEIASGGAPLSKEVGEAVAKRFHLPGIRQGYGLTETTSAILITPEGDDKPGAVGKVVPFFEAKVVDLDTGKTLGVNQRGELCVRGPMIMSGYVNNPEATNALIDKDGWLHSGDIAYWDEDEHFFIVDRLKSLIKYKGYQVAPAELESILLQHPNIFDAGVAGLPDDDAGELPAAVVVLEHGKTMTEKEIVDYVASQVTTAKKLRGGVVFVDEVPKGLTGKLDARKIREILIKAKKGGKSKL
#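 Purified P. pyralis luciferase (10nM final) in 50mM Tris acetate pH 7.5, 10mM Mg acetate, 0.01% Tween-20, 0.05% BSA with 10uM D-luciferin and 10uM ATP. Compounds titrated qHTS. Luminescence imaged on CCD.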
# The depositor's hits bear a star; i = inactive; ? = inconclusive; . = not tested or not shown; & = joins results of further samples; [ ] = another dose, or the depositor's remark. Unless noted, calls come from the whole dose curve; as a rule, active = well fitted curve in the direction sought with a large enough effect; inconclusive = small, poorly fitted or top-dose-only effect, or another doubt; inactive = no such curve, though single readings can be large; an effect the other way counts as inactive or inconclusive. Unless noted, % is set by controls: 0 for no effect and ±100 for the full control effect. This is a subset; rates above refer to the full screens.
# Results follow in this order: IP6K1 inh, SNCA expr inh, 3T3 cytotox, HEK cytotox, SNCA viab count, GPT2 inh, FLuc inh
> CCn1nccc1C(=O)N1CCC2(CC1)CN(C1CCC1)CC2COC (stereo not drawn)
 : 7, 9%, -30%, -20%, 12%, -14%, .
> COc1ccc(-c2cc(N3CCN(C(=O)c4cc(C)cc(C)c4)CC3)n[nH]2)cc1
 : 6, -15%, ?, ?, -23%, -9%, -12%
> COCCOCC(=O)N1CCC(N2C(=O)CCC2C(=O)NCc2ccccc2)CC1 (stereo not drawn)
 : 16, -4%, -13%, -3%, -14%, i, 2%
> Cc1ccc(S(=O)(=O)NC[C@H]2O[C@@H](CC(=O)N3CCN(c4ccccn4)CC3)[C@H](O)[C@@H]2O)cc1
 : -4, 1%, 0%, 3%, 1%, i, -7%
> CCc1nnc2c3ccccc3nc(N3CCN(c4ccc(C)cc4C)CC3)n12
 : -8, 6%, ., ., -6%, ., .
> COc1ccc(OC)c(CNC(=O)c2ccc(Sc3ccc(C)cc3)c(N)c2)c1
 : 11, -27%, ., ., -26%, ., .
> CCOC(=O)[C@@H]1[C@@H](O)C(=O)N(C)C12CCN(C(=O)OCC)CC2
 : 5, ., -14%, ?, ., ., .
> Cc1cc(Br)ccc1NC(=O)c1cc2c(s1)-c1ccccc1SC2
 : -14, 1%, ., ., 4%, ., .
> O=C(NC[C@H]1O[C@@H](CO)[C@@H](O)[C@H]1N1CCCC1)c1ccco1
 : -4, -20%[87.6 µM], -6%[174 µM], -3%[172 µM], 0%[87.6 µM], -9%[88.5 µM], -3%[172 µM]
> CC(=O)N[C@H]1C[C@@H](Cc2cc(C(C)(C)C)on2)C1(C)C
 : -8, -14%[87.6 µM], ?, 1%[230 µM], -22%[87.6 µM], -2%[88.5 µM], -1%[230 µM]
> CN(Cc1ccc2nsnc2c1)Cc1cn(-c2ccccc2)nn1
 : -17, 11%, -25%, -25%, -2%, i, -2%
> O=C(NCCc1ccccc1)C(=O)NCC(c1cccs1)S(=O)(=O)c1cccs1 (stereo not drawn)
 : 11, -13%, ., ., 5%, ., .
> Cc1ccc(NC(=O)C2CCN(S(=O)(=O)c3ccc4c(c3)CCCC(=O)N4)CC2)c(Cl)c1
 : 1, -20%, ., ., -21%, ., .
> O=C(Nc1ccc(Br)cc1)C1CCN(c2cnccn2)CC1
 : -11, -7%, ., ., -5%, ., .
> CC(C)(C)CC(=O)N1CC[C@H](NC(=O)Nc2ccc(F)cc2F)[C@H]1C(=O)N[C@H](Cc1ccccc1)C(N)=O
 : -18, 2%, 0%, i, -5%, 2%, 0%
> CCc1ccccc1-n1nc(-c2c(C)nc3scc(CC(=O)NCc4ccccc4)n3c2=O)cc1C
 : 4, 9%, -11%, ?, 2%, -6%, 1%
> CC(C)CCN1CCC2(CC1)COc1ccccc1C(=O)N2
 : 15, 7%[87.6 µM], -5%[138 µM], -18%[172 µM], 13%[87.6 µM], i, 0%[172 µM]
> CC(C)c1cnn2c(NCc3ccccc3)cc(NCCCCCCN)nc12
 : ., -17%, ., ., -3%, 1%, .
> Cc1ccccc1C(=O)Nc1ccc(C(=O)OCc2cc(=O)n3c4c(sc3n2)CCCC4)cc1
 : 36, -11%, ., ., -4%, ., .
> Cc1ccc(C(=O)Nc2cccc(OCc3cc(=O)n4c5c(sc4n3)CCCC5)c2)cc1
 : 11, 14%, ., ., -2%, ., .
> COc1ccc(F)cc1-c1ncc2c(n1)OCCN(CC1CC1)C2=O
 : 16, 7%[87.6 µM], ?, -11%[172 µM], 4%[87.6 µM], -8%[88.5 µM], -5%[172 µM]
> O=C(Cn1nc2c(cc1=O)CCCCC2)NCCN1CCOCC1
 : 19, -23%, i, 6%, -8%, i, -5%
> CCCn1c(=O)c2sccc2n2c(CCCC(=O)N3CCN(c4ccccc4)CC3)nnc12
 : 25, ?, ., ., -3%, ., .
> CC(Oc1ccccc1)C(=O)N1CCC(n2cc(-c3nc(-c4ccccc4)no3)nn2)C1 (stereo not drawn)
 : 10, 16%, ?, ?, -3%, -7%, ?
> CN(C)C(=O)N1CCN(c2ccc3nnc(-c4ccccc4)n3n2)CC1
 : 4, ., ?, -21%, ., ., .
> Cc1ccc(S(=O)(=O)c2cn(Cc3ccccc3Cl)c3ccc(F)cc3c2=O)cc1
 : 14, 2%, ., ., -4%, ., .
> CC(=O)N1CCc2cc(CNS(=O)(=O)c3ccc(F)cc3)ccc21
 : 13, 30%, ., ., 7%, ., .
> CCC(C)(C)C(=O)N1CC(c2nnc(-c3ccc(C)cc3)o2)C2(CCOCC2)C1 (stereo not drawn)
 : 17, -4%, -8%, ?, -12%, 3%, -3%
> C[C@]1(O)CCN(C(=O)c2ccc(N3CC(=O)NC3=O)cc2)C[C@@H]1O
 : 4, -4%, -1%, 2%, 5%, i, 2%
> Cc1ccc(C(=O)N2CCC(C(=O)N3CCC(N4CCCC4=O)CC3)CC2)cc1
 : 14, -10%, -24%, -8%, 0%, -9%, .
> COc1cc(=O)n2c(c1C(=O)Nc1ccc(C)cc1Cl)CCCC2
 : -14, 0%, -14%, 4%, 5%, i, 3%
> C=C1[C@H](CO)[C@@H](O)C[C@@H]1n1cnc2c(=O)[nH]c(N)nc21
 : -2, ., ., ., 7%, -8%, .
> O=C(CCCc1ccccc1)N1CCCC1c1noc(COc2ccc(F)cc2)n1 (stereo not drawn)
 : 8, -8%, ?, ?, 8%, -1%, 10%
> COc1cccc(CC(=O)N2CCCCCCNC(=O)CC2c2ccccc2)c1 (stereo not drawn)
 : 9, -10%, -11%, -12%, -8%, i, -11%
> Cc1cccc(OCCc2noc(C3CN(C(=O)c4ccsc4)C3)n2)c1
 : -1, 4%, ?, ?, 4%, 2%, 5%
> CCCN(CCC)C(=O)Cn1c(=O)n(-c2ccc(C)cc2)c(=O)c2ccc(C(=O)NCc3ccccc3Cl)cc21
 : -5, 1%, ., ., 4%, ., .
> O=C(O)c1ccc(-c2cccc(C(F)(F)F)c2)cc1
 : -8, ?, -11%[138 µM], -15%[172 µM], -12%[87.6 µM], -8%[88.5 µM], .
> Cc1cc2cccc(C(=O)N3CCC(Cn4cc(CO)nn4)CC3)c2o1
 : -8, -3%, -14%, -11%, -2%, 3%, -9%
> O=C(N1CCCCC1)C1(CCO)CC12CCOCC2 (stereo not drawn)
 : 3, 55%[activator], i, i, 7%, -4%, 2%
> CN[C@@H](C)C(=O)N[C@@]1(C)OC[C@@H]2CC[C@H](C(=O)Nc3ccc(F)c(OC)c3)N2C1=O
 : 7, 2%[87.6 µM], -6%[138 µM], ?, -7%[87.6 µM], i, -10%[172 µM]
> Cc1cc(COc2ccccc2)oc1C(=O)N[C@@H]1CCOC[C@H]1OCCO
 : 21, 30%, -3%, -4%, 6%, -32%, -6%
> Cc1cccc(OCC(=O)N2CC(C(=O)NC3CCCCC3)C3(CCOCC3)C2)c1 (stereo not drawn)
 : 10, ?, -11%, ?, 7%, -1%, -6%
> O=S(=O)(NC1CCN(c2ccc3nnc(-c4ccccc4)n3n2)CC1)c1cccs1
 : -27*, ., ?, ?, ., ., .
> CCOc1ccc(NC(=O)CCNS(=O)(=O)c2cccs2)cc1
 : -14, 35%[activator], ., ., 14%, ., .
> CC1=C(C(=O)Nc2ccccc2)C(c2cc(C)ccc2C)N2C(CC(=O)NC(C)C)=CSC2=N1 (stereo not drawn)
 : 8, ?, ?, 40µM*, -1%, 3%, -18%
> Cc1ncc2c(c1CNC(=O)c1ccc(OC(F)F)cc1)CCNC2
 : -1, -10%, -7%, 2%, 2%, 3%, 6%
> COc1ccc(C(=O)NC2CCN(c3ccc4nnc(C5CC5)n4n3)C2)cc1 (stereo not drawn)
 : 23, ., -18%, -19%, ., ., .
> Cc1ccc(CNC(=O)C2CCN(C(=O)c3ncn4c3COC(c3ccccc3)C4)CC2)cc1 (stereo not drawn)
 : 5, -2%, -1%, 8%, -5%, 0%, 16µM*
> COCCc1nc(CNC(=O)C(c2cccc(F)c2)N(C)C)no1 (stereo not drawn)
 : 8, -1%, -4%, -7%, -10%, 3%[11.5 µM], 10%
> Cc1ccc(C)c(-n2cc(-c3ccccc3)nc2SCC(=O)Nc2ccccc2)c1
 : 1, ?, ., ., -6%, ., .
> COc1ccc(-c2cc(N3CCCC(NC(=O)c4cccc(NC(C)=O)c4)C3)n[nH]2)cc1 (stereo not drawn)
 : 15, 63%[activator], ?, ?, -3%, ?, 28µM*
> COC(=O)c1ccc(CSc2nc3ccncc3n2Cc2ccc(F)cc2)cc1
 : -9, 84%[activator], ., ., -11%, ., .
> CN(Cc1ccoc1)C1CCc2nn(C)c(=O)n2CC1 (stereo not drawn)
 : -4, 47%[activator], i, -1%, 6%, i, 3%
> CN(C)c1ccc(C(=O)N2CCCC(COc3ccccc3C(=O)N3CCCCC3)C2)cc1 (stereo not drawn)
 : 6, 46%[activator], -18%, ?, -22%, i, 5%
> FC(F)(F)c1ccc(CN2CCC3(CC2)CC(c2cccnc2)=NO3)cc1
 : 12&15, ?, ?, ?, -4%&0%, ?, -9%&-2%
> CCCCn1c(=O)c(C(=O)NCC2CC2)nc2cccnc21
 : 12, -10%[87.6 µM], ?, -24%[172 µM], 8%[87.6 µM], ?, .
> O=C(c1ccccc1OCC1CCCN(C2CCC2)C1)N1CCOCC1 (stereo not drawn)
 : -1, 13%, i, -9%, -7%, -14%, -6%
> CC(=O)N1Cc2ccccc2CC2(CCCN(CC3CCNC3)C2)C1 (stereo not drawn)
 : 1, -11%, i, -7%, 0%, ?, .
> COCc1ccc2c(c1)c(OC(C)(C)C(=O)NCCCn1ccnc1)nn2Cc1cccnc1
 : 4, 0%, ?, i, 0%, -15%, 5%
> COc1ccc(Cl)cc1NS(=O)(=O)c1ccc2[nH]c3c(c2c1)CCCC3
 : 15, ?, ., ., -25%, ., .

# (more compounds)
# Results follow in this order: IP6K1 inh, SNCA expr inh, 3T3 cytotox, HEK cytotox, SNCA viab count, GPT2 inh, FLuc inh
> Cc1c(Cc2ccc3ccccc3n2)c2cc(F)ccc2n1CC(=O)O
 : 8, ., ., ., -4%, -3%, .
> CC(C)Oc1ccc2c(NC(=O)c3ccc(=O)n(C)n3)nn(CC(F)(F)F)c2c1
 : -4, -25%, -37%, -29%, -19%, 0%, -10%
> Cn1ncc2c(C(=O)Nc3cccc(Cl)c3)cc(-c3cccc(C(F)(F)F)c3)nc21
 : 5, ., ?, ?, ., ., .
> COc1ccc(OC)c(CNC(=O)C2CCN(c3cnc4nccnc4c3)CC2)c1
 : -2, 34%[activator], ?, -12%, -2%, -4%, 5%

# Entries above with bromine (2):
# Results follow in this order: IP6K1 inh, SNCA expr inh, 3T3 cytotox, HEK cytotox, SNCA viab count, GPT2 inh, FLuc inh
> Cc1cc(Br)ccc1NC(=O)c1cc2c(s1)-c1ccccc1SC2
 : -14, 1%, ., ., 4%, ., .
> O=C(Nc1ccc(Br)cc1)C1CCN(c2cnccn2)CC1
 : -11, -7%, ., ., -5%, ., .

# Assay outcomes deposited in PubChem by National Center for Advancing Translational Sciences (NCATS).
